Assay outcomes (PubChem)
FadD28 FP inh = inhibitors of Mycobacterium tuberculosis FadD28 bisubstrate binding | FadD28 bisubstrate probe binding, fluorescence polarization | inhibition, % at 12.5 µM | hit rate 0.22% among 360,000; in the data active = inhibition above about 8.5%, passing the limit was not always enough
GDH-TPI counter = inhibits GDH-TPI coupling enzymes, artifact for Mtb FBA screen; inhibition, % at 4.8 µM; GDH-TPI coupled enzyme counterscreen, NADH absorbance; hit rate 1.2% among 360,000; in the data active = inhibition above about 30%;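 also: 0% = DMSO wells and 100% = wells lacking the enzyme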
UGM FP inh = Mtb UDP-galactopyranose mutase inhibition. purified UGM, fluorescence polarization probe displacement. AID 504406. hit rate 0.06% among 320,000. inhibition, % at 10 µM. P9WIQ1; in the data active = inhibition above about 10%, passing the limit was not always enough
Mtb FBA inh = inhibits M. tuberculosis FBA enzyme; P9WQA3; purified M. tuberculosis FBA, fluorescence read-out; inhibition, % at 1 µM; hit rate 2.3% among 360,000; in the data active = inhibition above about 27%;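 also: 0% = vehicle and 100% = reference inhibitor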
TcdB GH inh = TcdB glycohydrolase inhibition; P18177; TcdB glycohydrolase enzymatic assay, plate reader; inhibition, % at 9.99 µM; hit rate 0.24% among 350,000; AID 652162; in the data active = inhibition above about 10%
Target sequence (P18177 whole entry, looked up): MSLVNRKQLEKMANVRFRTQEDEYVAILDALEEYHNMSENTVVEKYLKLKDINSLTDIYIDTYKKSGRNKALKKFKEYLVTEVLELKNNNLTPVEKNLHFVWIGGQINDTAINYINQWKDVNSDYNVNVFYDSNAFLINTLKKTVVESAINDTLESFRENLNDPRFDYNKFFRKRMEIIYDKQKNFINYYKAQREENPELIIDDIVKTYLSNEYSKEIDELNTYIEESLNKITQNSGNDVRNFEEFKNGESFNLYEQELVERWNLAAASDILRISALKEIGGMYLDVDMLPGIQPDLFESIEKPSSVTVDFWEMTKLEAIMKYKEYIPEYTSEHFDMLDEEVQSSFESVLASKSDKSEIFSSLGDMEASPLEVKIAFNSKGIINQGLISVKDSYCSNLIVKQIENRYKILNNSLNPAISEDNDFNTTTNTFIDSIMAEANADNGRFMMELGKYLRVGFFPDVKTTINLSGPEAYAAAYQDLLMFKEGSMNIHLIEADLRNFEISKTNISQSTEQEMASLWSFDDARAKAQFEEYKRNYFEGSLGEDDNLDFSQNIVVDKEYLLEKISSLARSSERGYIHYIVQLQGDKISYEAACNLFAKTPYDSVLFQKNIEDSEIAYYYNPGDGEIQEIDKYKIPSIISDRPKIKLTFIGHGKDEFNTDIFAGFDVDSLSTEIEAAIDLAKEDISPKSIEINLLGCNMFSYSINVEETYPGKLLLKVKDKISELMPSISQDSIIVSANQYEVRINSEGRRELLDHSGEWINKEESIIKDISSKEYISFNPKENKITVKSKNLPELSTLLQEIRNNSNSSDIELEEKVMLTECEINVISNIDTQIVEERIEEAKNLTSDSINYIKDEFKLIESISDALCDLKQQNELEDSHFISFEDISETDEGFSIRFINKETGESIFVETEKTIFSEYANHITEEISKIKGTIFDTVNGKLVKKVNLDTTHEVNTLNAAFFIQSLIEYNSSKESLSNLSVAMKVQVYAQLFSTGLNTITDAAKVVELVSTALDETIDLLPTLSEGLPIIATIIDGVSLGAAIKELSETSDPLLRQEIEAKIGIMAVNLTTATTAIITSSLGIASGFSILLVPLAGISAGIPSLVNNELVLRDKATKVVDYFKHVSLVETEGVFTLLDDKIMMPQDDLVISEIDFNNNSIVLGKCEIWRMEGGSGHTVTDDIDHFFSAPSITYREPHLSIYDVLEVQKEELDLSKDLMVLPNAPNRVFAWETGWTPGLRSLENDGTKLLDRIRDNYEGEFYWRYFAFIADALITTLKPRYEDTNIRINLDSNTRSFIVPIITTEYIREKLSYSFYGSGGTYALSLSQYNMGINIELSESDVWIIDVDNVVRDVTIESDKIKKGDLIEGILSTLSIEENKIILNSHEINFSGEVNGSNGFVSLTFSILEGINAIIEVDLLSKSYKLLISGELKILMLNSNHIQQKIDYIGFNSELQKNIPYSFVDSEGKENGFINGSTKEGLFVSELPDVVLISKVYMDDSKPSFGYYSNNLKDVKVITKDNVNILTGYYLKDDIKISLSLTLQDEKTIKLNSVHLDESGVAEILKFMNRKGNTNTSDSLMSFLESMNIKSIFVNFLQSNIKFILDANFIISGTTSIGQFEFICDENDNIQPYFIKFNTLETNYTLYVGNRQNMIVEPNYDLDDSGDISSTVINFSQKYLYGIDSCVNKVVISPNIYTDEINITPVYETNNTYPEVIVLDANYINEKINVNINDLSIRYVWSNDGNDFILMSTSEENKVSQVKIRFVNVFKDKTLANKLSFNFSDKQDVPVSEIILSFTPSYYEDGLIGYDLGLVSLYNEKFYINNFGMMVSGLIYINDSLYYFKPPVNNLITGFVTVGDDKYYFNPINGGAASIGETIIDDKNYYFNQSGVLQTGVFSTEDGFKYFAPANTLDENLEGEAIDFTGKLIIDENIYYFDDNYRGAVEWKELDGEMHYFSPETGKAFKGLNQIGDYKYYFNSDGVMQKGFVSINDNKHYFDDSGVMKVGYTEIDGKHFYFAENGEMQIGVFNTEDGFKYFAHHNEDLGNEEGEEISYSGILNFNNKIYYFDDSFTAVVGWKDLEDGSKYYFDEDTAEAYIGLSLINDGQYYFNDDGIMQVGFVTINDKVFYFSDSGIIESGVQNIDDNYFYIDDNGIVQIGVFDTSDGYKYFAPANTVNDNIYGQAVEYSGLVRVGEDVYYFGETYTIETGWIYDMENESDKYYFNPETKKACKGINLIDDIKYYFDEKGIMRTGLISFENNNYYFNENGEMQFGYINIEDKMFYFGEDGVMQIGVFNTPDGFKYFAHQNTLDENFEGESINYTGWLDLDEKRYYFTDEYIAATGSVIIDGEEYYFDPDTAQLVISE
Mtb BioA inh = inhibitors of Mycobacterium tuberculosis BioA enzyme | purified M. tuberculosis BioA enzyme, plate reader | inhibition, % at 9.99 µM | hit rate 0.096% among 360,000 | AID 602481; in the data active = inhibition above about 40%
BH1578 lux ind = quorum light induction in luxS cqsA deficient V. cholerae | V. cholerae BH1578 lux reporter, luminescence, 6 h | AID 588436 | hit rate 0.16% among 350,000 | activation, % at 18.7 µM; in the data active = activation mostly above about 9.7%, no sharp cut-off; also: not every result past the cut was called active; inactives centre near 0; reference of the scale not given here
Y pestis TopoI = blocks Yersinia pestis topoisomerase I activity; activity, % at 10 µM; Y. pestis Topo-I cleavage product accumulation, plate reader; hit rate 0.064% among 360,000; in the data active = activity above about 50%, passing the limit was not always enough; also: inactives centre near 2
PfHsp40 rescue = restores yeast growth despite PfHsp40 toxicity; S. cerevisiae expressing PfHsp40, growth rescue, ATP luminescence; growth rescue, % at 12.5 µM; hit rate 0.68% among 340,000; AID 504582; in the data active = growth rescue above about 28%, passing the limit was not always enough;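 also: yeast W303a lacking pdr1 and pdr3 grown in galactose medium; growth measured after three days at 30 °C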
* hit, by the source's call; i = inactive; · = not tested or not shown; + = active, no number.

SMILES	FadD28 FP inh	GDH-TPI counter	UGM FP inh	Mtb FBA inh	TcdB GH inh	Mtb BioA inh	BH1578 lux ind	Y pestis TopoI	PfHsp40 rescue
CC(=O)c1c(C)[nH]c(C(=O)OCC(=O)Nc2sc3c(c2C#N)CCC(C)C3)c1C (centres undefined)	0.8	·	1.1	·	-1.4	0.6	-0.7	-6.3	0.4
O=C(CNc1ccccc1)N/N=C/c1cn(-c2ccccc2)nc1-c1ccccc1	-4.2	7.5	-1.3	-0.9	0.8	-1.7	i	-10.3	0.3
C#CCOCCOCCOCCNc1nc(N2CCN(C(=O)CCCCCCCCCCNC(=O)[C@H](CO)n3cc(CCCSC)nn3)CC2)nc(N2CCN(C(=O)CCCCCCCCCCNC(=O)[C@H](CO)n3cc(CCCSC)nn3)CC2)n1	-1.4	10.3	-2.5	-1.5	-1.1	-1.3	-0.3	25.5	14.7
Cc1cccc(C)c1NC(=O)c1ccc(-c2cc(F)ccc2F)o1	-5.0	0.0	·	-1.4	3.0	0.0	-0.4	6.0	·
CN(C)CCCN(C(=O)c1ccc(S(=O)(=O)N2CCc3ccccc32)cc1)c1nc2ccc(Cl)cc2s1	-10.0	-6.9	-2.1	-3.3	1.0	-1.5	-0.1	13.8	-0.7
COc1ccc(-n2cnnc2SCc2ncc(-c3ccccc3)o2)cc1	0.2	9.9	-0.6	0.5	·	·	-2.9	15.6	0.7
Cc1cc(C)c(C#N)c(SCC(=O)c2cccs2)n1	-1.7	26.6	2.6	1.2	·	1.7	-1.4	-3.9	0.3
COc1cccc(OCc2nc3c4cnn(-c5ccccc5)c4ncn3n2)c1	-1.4	6.2	1.3	0.9	·	-0.1	i	2.7	-1.0
O=C1CCCCN1CCCC(=O)N1CCCC(Nc2ccccc2)C1 (centres undefined)	-1.3	6.8	1.8	2.6	-0.4	0.3	i	14.1	-1.4
CCCCOc1ccc(N2C(=O)CC(NCc3ccncc3)C2=O)cc1 (centres undefined)	-2.6	9.2	-0.6	-0.2	1.6	-0.1	-0.2	-0.8	0.9
O=C(CSc1ncnc2sccc12)Nc1ccc(S(=O)(=O)N2CCOCC2)cc1	-0.1	0.3	·	2.9	1.1	1.2	1.5	0.0	-0.4
CN(C)CC#CCC(O)(c1ccccc1)C1CCCC1 (centres undefined)	-4.9	-2.6	-1.9	1.9	·	2.2	-2.2	-11.9	-0.9
O=C1C2(c3ccccc3)CN(CCCO)CC1(c1ccccc1)CN(CCCO)C2	-3.3	-4.2	-1.2	0.1	0.6	-0.8	-7.1	-1.1	0.2
O=C(NCCNCCO)c1c(O)c2cccc3c2n(c1=O)CCC3	-2.3	-0.5	-0.7	5.1	·	-0.1	0.2	-1.0	-1.4
COc1ccc(S(=O)(=O)Nc2c(NC3CCCCC3)c3ccccc3oc2=O)cc1OC	-4.4	6.0	-0.9	5.0	0.7	4.1	-7.1	11.3	-0.1
CC1(C)OC(=O)C(=NNc2ccc(C(=O)O)cc2)C(=O)O1	-4.9	17.3	-1.6	-6.1	-1.0	·	i	7.1	-1.0
COc1ccc(N2CC(O)=C(c3nc(-c4ccc(F)cc4)cs3)C2=N)cc1Cl	0.9	18.3	-0.7	-0.4	-0.3	·	i	-2.4	0.5
COc1ccc(CCNC(=O)CSc2cc(=O)[nH]c(N)n2)cc1OC	-1.3	-3.7	0.2	2.8	·	-0.2	-0.6	-7.9	0.3
CCOc1ccc(CCNC(=O)C2CCCN(c3ncnc4c3nc3n4CCCCC3)C2)cc1 (centres undefined)	-2.4	-9.4	3.0	2.1	4.8	-1.1	-0.4	11.5	0.8
COc1ccc(NC(=S)NC(=O)CC(C)C)c(OC)c1	-3.5	2.9	2.6	0.8	1.2	·	-0.2	-12.7	0.6
NC(=O)c1ccccc1NS(=O)(=O)c1ccc(S(=O)(=O)N2CCCC2)cc1	-0.3	12.6	3.3	2.2	0.8	0.6	i	0.0	-1.7
O=S1(=O)C=C(SCc2cccc(Cl)c2)Nc2ccccc21	-2.6	2.0	2.7	0.5	·	·	-2.2	-3.2	-0.3
CCOC(=O)c1cc(C(=O)OCC)cc(-n2c(C)cc(C(=O)CN3CCOCC3)c2C)c1	0.4	2.5	1.6	3.7	·	·	i	14.1	-0.4
CCNc1ccc(C(=O)OCC(=O)NCCN2C(=O)CSC2=O)cc1[N+](=O)[O-]	-0.8	1.3	-5.1	-2.2	0.4	·	i	-4.2	-0.2
COC(=O)N/N=C(\C)c1ccc(C)c([N+](=O)[O-])c1	1.9	1.1	0.9	2.0	·	·	-0.1	0.9	-0.4
Later entries.
SMILES	FadD28 FP inh	GDH-TPI counter	UGM FP inh	Mtb FBA inh	TcdB GH inh	Mtb BioA inh	BH1578 lux ind	Y pestis TopoI	PfHsp40 rescue
CC(C)C1=C2OC(N)=C(C#N)C(C#N)=C2C(C)CC1 (centres undefined)	-1.4	-1.4	-11.3	16.1	0.8	-2.2	i	3.9	1.0
Cc1ccc(CNC(=O)C(NS(=O)(=O)c2ccc3nc(C)sc3c2)C(C)C)cc1 (centres undefined)	2.6	-9.1	-0.9	6.2	-0.5	-2.9	-0.5	-8.4	0.1
COc1ccccc1/C=N/OCc1ccc(C#N)cc1	0.6	6.3	-0.4	1.4	-0.9	-1.6	i	0.8	0.1
O=C(COC(=O)Cc1ccccc1)NCCNC(=O)COC(=O)Cc1ccccc1	-3.7	-10.8	·	-2.5	1.6	-0.4	-1.4	-3.0	-0.1
CCn1c(SCC(=O)NCC2CCCO2)nnc1-c1ccc(Cl)cc1 (centres undefined)	-1.1	5.7	-0.5	0.2	1.5	3.3	-0.3	30.4	-0.2
CC(Sc1nnc(N)s1)C(=O)Nc1ccc(N2CCOCC2)cc1 (centres undefined)	-0.9	10.2	-0.2	7.1	·	-0.7	-7.2	3.4	-0.6
Cc1ccc(C)c(N(CC(=O)N(C)C)S(C)(=O)=O)c1	-0.5	2.7	-6.7	1.5	·	-2.5	i	7.7	-0.2
CC(C)Cn1c2c(c(=O)[nH]c1=O)C(C(F)(F)F)(C(F)(F)F)N=C(CCC1CCCCC1)N2	-3.2	4.8	5.2	-4.3	·	-0.5	i	24.0	0.8
COc1nc(NCc2cccnc2)nc(OC)n1	0.8	17.3	2.8	0.2	·	·	i	7.4	2.8
OC(CNc1nc(C(F)(F)F)nc2ccccc12)c1ccccc1 (centres undefined)	-1.9	-3.0	-1.7	3.3	0.8	-0.2	-0.3	-8.9	-1.5
S=C(NCC1CCCCC1)Nc1cccnc1	-1.8	7.3	-0.2	-3.6	2.9	2.4	-0.3	2.5	-0.4
O=C(OCC(=O)N1CCN(c2ccccc2)CC1)c1ccc(Cl)nc1	-1.8	0.0	4.0	-1.9	1.0	12.6	-1.9	0.2	-0.1
COCC(=O)NC1(c2nnnn2CCOC(=O)Nc2ccc(Cl)cc2)CCCCC1	0.0	-6.5	1.4	-1.6	0.8	·	-0.3	3.3	-0.3
O=C(O)c1cc(O)ccc1NC(=O)c1cccc2ccccc12	0.7	24.7	1.4	3.6	-2.5	-0.5	i	-8.7	-1.0
Fc1ccc(CNc2ncccn2)cc1	-1.7	-2.2	5.0	5.4	-1.1	0.1	-0.3	-2.6	-0.7
COc1ccc(Nc2nc(NCc3ccco3)nc(N/N=C/c3ccc(O)cc3)n2)cc1	-1.2	11.8	-1.5	-0.2	2.9	-0.2	-0.5	-11.1	3.7
CCN1C(=C2C(=O)c3ccccc3C2=O)C=Cc2ccccc21	-4.7	9.1	0.6	-11.8	·	1.4	-0.2	-5.7	-2.4
COC(=O)Cc1ccc(NC(=S)NCc2ccc(Cl)cc2)cc1	5.6	-2.6	-0.6	-0.7	·	·	-0.3	11.6	1.9
COc1ccc(-c2nn(CCC#N)cc2C(=O)NCc2ccccc2)cc1OC	-2.1	1.4	1.4	1.4	0.4	-1.8	-2.3	-1.1	-1.1
O=C(CN1C(=O)NC2(CCCC2)C1=O)NCc1cccc(Cl)c1	-2.8	-10.2	5.2	1.1	1.4	6.8	i	-2.6	1.1
CCCCC1=CC2=C(c3ccco3)C(=O)C(C)(OC(=O)c3ccc(OC)cc3)C(=O)C2=CN1Cc1ccc2c(c1)OCO2 (centres undefined)	-0.1	16.7	-1.7	2.5	·	-3.2	-3.0	-7.9	-1.2
COCCNc1c(-c2ccc(O)cc2)nc2ccc(Cl)cn12	-3.5	17.3	4.0	1.1	·	-1.5	1.0	-0.5	-2.0
CCOC(=O)C1=NN2C(O)C3(C)CC(C(=O)OCC)=NN3C(O)C2(C)C1 (centres undefined)	1.6	24.7	·	4.0	-0.2	-0.2	i	3.6	·
CC(=O)Nc1ccc2nc(-c3cccs3)[nH]c2c1	1.7	44.0*	2.0	+	·	8.6	1.9	6.4	-0.8
Cc1ccc(C)c(Cn2nc3c4ccccc4n(Cc4ccccc4)cc-3c2=O)c1	0.9	0.4	·	-1.4	-0.2	-1.5	-0.4	6.7	3.5
(list continues)
SMILES	FadD28 FP inh	GDH-TPI counter	UGM FP inh	Mtb FBA inh	TcdB GH inh	Mtb BioA inh	BH1578 lux ind	Y pestis TopoI	PfHsp40 rescue
Cc1ccc2occ(-c3nn[nH]n3)c(=O)c2c1	-0.2	4.6	0.2	4.5	-0.6	-3.7	0.4	2.6	0.8
COc1ccc(NC(=O)C(CC(C)C)NC(=O)C2CCC(C)CC2)cc1 (centres undefined)	1.0	2.7	1.0	0.8	1.2	-2.3	i	-5.7	0.0
CCOC(=O)C1=C(C)N=c2s/c(=C\c3cccn3C)c(=O)n2C1c1cccc(OC)c1OC (centres undefined)	-3.4	-11.2	-0.3	-6.5	·	-6.4	·	6.7	-0.3
O=C(NC1CCCC1)c1ccc(Cl)s1	-0.3	3.8	1.2	-0.9	-0.2	0.4	-0.5	6.2	0.3
Cc1ccccc1S(=O)(=O)Nc1nc2ccccc2nc1Cl	-0.8	5.0	2.5	4.1	-5.6	-1.8	-0.3	5.0	-1.1
Cc1cccc(N/C=C(\[N+](=O)[O-])S(=O)(=O)c2ccccc2)c1	-5.2	-8.0	0.7	-3.1	-0.3	·	-0.5	12.7	-0.7
COCCNC(=O)CCCn1c(=O)c2ccccc2n(Cc2ccccc2C#N)c1=O	0.8	5.2	1.4	10.2	1.9	-4.3	i	-5.0	1.3
Cn1c(CSc2nc3ccccc3s2)nnc1SCC(=O)NCCCN1CCOCC1	-0.2	2.5	-1.6	4.3	-0.1	-0.8	-1.4	1.7	-0.8
CC(C)CCCN1C(Nc2ccccc2)=NC[C@@H]1C	0.8	-0.5	-1.0	-2.2	0.3	-0.5	i	2.3	-0.5
COc1ccc(CN2CCN(Cc3c[nH]c4ccccc34)CC2)cc1	-0.3	-9.3	-2.2	5.0	0.7	·	-0.4	-5.5	0.8
CCN1C(=O)/C(=C\c2nc3ccccc3c(=O)n2CC)c2ccccc21	-1.4	13.2	-1.9	1.7	0.8	·	i	4.6	-0.6
CSc1nc2cc(C)nn2c(-c2ccccc2)c1C#N	-9.1	10.2	0.2	-23.4	0.6	·	-0.8	6.7	-0.2
COC(=O)COc1ccc(S(=O)(=O)Nc2ccccc2SC)cc1	1.0	-3.6	-4.4	0.4	·	-0.3	i	12.2	1.2
COc1ccc(CN2CCN(c3ccc(F)cc3)CC2)c(OC)c1OC	-3.2	-3.2	-0.4	0.1	·	·	-3.4	-4.8	-0.1
Cc1ccc2c(c1)Sc1c(ccc3ccccc13)N2	-1.5	15.6	1.8	4.2	0.6	-0.6	-1.1	-8.7	0.0
COc1ccc(Cl)cc1NC(=O)CSC1=NN2CCCC(=O)N=C2S1	-3.3	0.8	1.9	-0.7	0.8	11.5	-0.4	12.3	1.5
Cc1ccc(N2NC(=O)/C(=C/c3ccc(-c4ccc(Cl)c(C(=O)O)c4)o3)C2=O)cc1	0.3	5.0	2.9	-2.2	-0.1	0.7	-0.5	-6.3	-0.1

Compounds shown so far with a CF3 group (2):
SMILES	FadD28 FP inh	GDH-TPI counter	UGM FP inh	Mtb FBA inh	TcdB GH inh	Mtb BioA inh	BH1578 lux ind	Y pestis TopoI	PfHsp40 rescue
CC(C)Cn1c2c(c(=O)[nH]c1=O)C(C(F)(F)F)(C(F)(F)F)N=C(CCC1CCCCC1)N2	-3.2	4.8	5.2	-4.3	·	-0.5	i	24.0	0.8
OC(CNc1nc(C(F)(F)F)nc2ccccc12)c1ccccc1 (centres undefined)	-1.9	-3.0	-1.7	3.3	0.8	-0.2	-0.3	-8.9	-1.5
